Source: PubChem BioAssay (National Center for Advancing Translational Sciences (NCATS))
TSHR antagonist – blocks TSH signaling through the human TSH receptor | actives 0.2% (n = 330,000) | TSHR-expressing cells, TSH-stimulated cAMP HTRF, 2 h; stronger effect = lower value | P16473 | activity change, negative = inhibition, % at 11.5 µM | AID 504810;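 active means activity change below a set negative limit, meaning inhibition stronger than a set level, cut at about -70% in these data; inconclusive means activity change between two set negative limits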; further: on the % scale 0 is the no-effect control and ±100 the full control effect
Target sequence (P16473 whole entry, looked up): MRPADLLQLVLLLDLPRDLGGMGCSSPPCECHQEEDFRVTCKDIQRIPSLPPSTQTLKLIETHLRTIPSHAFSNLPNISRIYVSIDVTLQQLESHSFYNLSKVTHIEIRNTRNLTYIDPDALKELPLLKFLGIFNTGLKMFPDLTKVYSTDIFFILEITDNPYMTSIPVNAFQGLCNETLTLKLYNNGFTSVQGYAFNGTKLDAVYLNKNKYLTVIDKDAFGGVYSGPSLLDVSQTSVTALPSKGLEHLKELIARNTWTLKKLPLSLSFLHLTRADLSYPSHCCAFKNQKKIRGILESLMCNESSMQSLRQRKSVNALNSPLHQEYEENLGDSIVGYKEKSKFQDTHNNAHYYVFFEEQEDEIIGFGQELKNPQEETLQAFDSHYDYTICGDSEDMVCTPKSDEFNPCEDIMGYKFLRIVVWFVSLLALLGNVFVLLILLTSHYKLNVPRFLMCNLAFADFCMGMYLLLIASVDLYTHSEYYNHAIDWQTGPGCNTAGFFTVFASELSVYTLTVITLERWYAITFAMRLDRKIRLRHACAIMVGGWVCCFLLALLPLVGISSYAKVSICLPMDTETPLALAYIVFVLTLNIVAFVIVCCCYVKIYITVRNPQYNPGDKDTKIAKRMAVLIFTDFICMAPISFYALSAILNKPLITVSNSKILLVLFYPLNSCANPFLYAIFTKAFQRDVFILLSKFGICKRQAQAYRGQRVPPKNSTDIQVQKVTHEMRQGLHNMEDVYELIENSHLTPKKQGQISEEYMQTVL
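TSHR-expressing cells, 200/well, pre-treated with compound, then stimulated with EC80 TSH (4nM final) for 2 hours at 37 deg C. cAMP measured by competitive HTRF: anti-cAMP cryptate antibody in lysis buffer plus cAMP-d2, read after 30 minutes at room temperature.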
Tb PFK block – inhibitors of T. brucei phosphofructokinase; O15648; T. brucei PFK, ADP-Glo luminescence; Potency, µM (titrated, usually from 57.5 µM), without a hit: at the highest dose activity, negative = inhibition, most hits filed as inhibitors; actives 0.17% (n = 330,000); AID 485367;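 further: potency means the concentration at half of the fitted maximal effect; 0% = uninhibited 1x PFK enzyme wells and -100% = no-enzyme wells; nearly all actives have a fitted effect of over 60% in size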
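Activity is normalized to no-enzyme wells (full inhibition) and 1.25 nM enzyme wells (no inhibition). Reaction: 0.5 mM F6P, 0.1 mM ATP, 45 min RT, ADP-Glo luminescence; concentration-response curves fitted and classed by quality.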
ELG1 DNA repair – inhibitors of ELG1-dependent DNA repair in HEK293T cells. HEK293T ELG1-luciferase reporter, luminescence, 16 h; DNA damage induced by 5-fluorouridine. Potency, µM (series often up to 46.1 µM), for inactives: at the highest dose activity change, negative = inhibition, hits mostly inhibitors. actives 2.3% (n = 330,000). AID 504467; further: potency means the concentration at half of the fitted maximal effect; on the % scale 0 is the no-effect control and ±100 the full control effect; nearly all actives have a fitted effect of over 55% in size
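HEK293T cells expressing luciferase-tagged ELG1 (2,000/well) received 5-Fluorouridine plus compound or DMSO for 16 hr at 37 °C. Luciferase was read by ONE-Glo luminescence after 30 min at room temperature.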
TCR act – activates T cell receptor signaling. primary human leukocytes, anti-CD3, IL-2 HTRF, 48 h. Potency, µM (top dose mostly 9.22 µM), inactives show at the highest dose activation of IL-2 secretion, usual class: activators. 330,000 tested, under 10 active. AID 504894; further: % of control where 0% means no effect
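TCR engagement came from a-CD3 beads alone, with compounds added to primary human leukocytes for 48 hr. Secreted IL-2 bridged europium cryptate- and d2-labelled anti-IL-2 antibodies, giving FRET emission at 665nm after 320nm excitation.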
PTAP TSG101 blk – blocks PTAP/TSG101 interaction to inhibit HIV-1 budding | 340,000 tested, under 10 active | Fluorescence polarization, FITC-PTAP peptide / Tsg101 binding | Potency, µM (doses to about 115 µM), for inactives: top-dose activity change, negative = inhibition, most hits filed as inhibitors | Q99816; active means well fitted inhibition curve with a large enough effect in the main read-out, with a control signal flat, not every such curve was filed as active; inconclusive means small, poorly fitted or top-dose-only effect, or effect the other way, or a change in a side signal; inactive means no such curve, though single readings can be large or run the other way; further: potency means the concentration at half of the fitted maximal effect; % of control where 0% means no effect
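Compounds were pin-transferred onto Tsg101 binding domain (10 uM final) in HEPES pH 7.5 buffer, then FITC-PTAP peptide was added at 50 nM final. After 20 min at RT, polarization reported peptide displacement across a qHTS concentration series.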
USP2a inh – USP2a (human) protease inhibition; AID 463254; actives 0.01% (n = 330,000); Potency, µM (top dose mostly 38.3 µM), without a hit: top-dose activity change, negative = inhibition, most hits filed as inhibitors; O75604; USP2 core, Ub-CHOP2 coupled fluorogenic reporter, 485/531;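 further: potency means the concentration at half of the fitted maximal effect; plate controls were DMSO wells for no effect and full inhibition by NEM control for full effect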
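USP2 core (10nM final) preincubated 30min RT with compound in 20mM Tris-HCl pH 8.0, 2mM CaCl2, 2mM beta-mercaptoethanol, 0.05% CHAPS; 25nM Ub-CHOP2 plus 25nM reporter substrate added, fluorescence (Ex485/Em531) read after 60min.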
Chronic BCR inh – chronic active BCR signaling inhibition; ABC-DLBCL IkBa-CBG/CBR reporter, luminescence ratio, 4 h; Potency, µM (series often up to 46.1 µM), for inactives: at the top dose ratio change, negative = lower green/red ratio, hits mostly inhibitors; actives 0.05% (n = 340,000); AID 493014; active means well fitted inhibition curve with a large enough effect in the signal ratio, with a control signal flat, not every such curve was filed as active; inconclusive means small, poorly fitted or top-dose-only effect, or effect the other way, or a change in a side signal; the % refers to the signal ratio;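 further: potency means the concentration at half of the fitted maximal effect; plate controls were basal doxycycline-induced cells for no effect and cells given 10 µM MG132 for full effect; MG132 reads +100%, hits lower the ratio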
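Compounds up to 46 uM were incubated four hours with TMD8 cells whose green CBG68 luciferase is fused to IkappaBalpha; red CBR luminescence normalised the signal, and concentration-effect curves were fitted to fusion, red and ratio data.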
B2AR arrestin – agonists driving beta-arrestin recruitment to human beta2-adrenergic receptor. actives 0.02% (n = 330,000). Potency, µM (top dose mostly 46.1 µM), inactives show at the highest dose activation, usual class: activators. beta-arrestin recruitment to beta2AR, cell-based reporter;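 further: potency means the concentration at half of the fitted maximal effect; 0% = DMSO controls and full agonism = EC100 isoproterenol or metaproterenol; nearly all actives have a fitted effect of over 65% in size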
Eya2 phos inh – blocks the phosphatase activity of human Eya2. recombinant Eya2, OMFP fluorescence dephosphorylation (OMFP is methylfluorescein phosphate). O00167. Potency, µM (series often up to 76.9 µM), for inactives: top-dose activity, negative = inhibition, usual class: inhibitors. AID 488837. actives 0.006% (n = 330,000); further: potency means the concentration at half of the fitted maximal effect; on the % scale 0 is the no-effect control and ±100 the full control effect
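Eya2 protein (added as 0.2 uM solution) was preincubated with compound for 10 min at ambient temperature in 50 mM HEPES pH 7.5, 50 mM NaCl, 5 uM MgCl2, 0.05% BSA, 1 mM DTT. OMFP (added at 50 uM) then reacted 10 min; fluorescence read at 485/525 nm.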
uPA generation – inhibitors of cell surface uPA generation. cell surface uPA generation assay, qHTS. Potency, µM (series often up to 38.3 µM), inactives show at the top dose activity change, negative = inhibition, hits mostly inhibitors. actives 0.31% (n = 330,000). AID 540303; active means well fitted inhibition curve with a large enough effect; inconclusive means small, poorly fitted or top-dose-only effect; inactive means no such curve, though single readings can be large or run the other way; tested in mouse RAW 264.7 cells; further: potency means the concentration at half of the fitted maximal effect; on the % scale 0 is the no-effect control and ±100 the full control effect; nearly all actives have a fitted effect of over 55% in size
Mito fusion act – inhibitors of mitochondrial division or activators of mitochondrial fusion; Potency, µM (titrated, usually from 46.1 µM), for inactives: top-dose growth rescue (activation), usual class: activators; S. cerevisiae fusion-defective mutant growth rescue, CellTiterGlo 48 h; actives 0.23% (n = 320,000); AID 485298;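 further: potency means the concentration at half of the fitted maximal effect; % of control where 0% means no effect; nearly all actives have a fitted effect of over 45% in size; temperature-sensitive fusion mutants such as fzo1-1 at 37 °C on non-fermentable ethanol glycerol medium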
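S. cerevisiae fusion-defective temperature-sensitive mutants (e.g. fzo1-1, mgm1-5) grown 48 h at 37C in YPEG (ethanol/glycerol non-fermentable) medium with 23 nl compound per well; growth rescue read as CellTiterGlo luminescence.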
* marks the source's active call; other numbers are inactive results; ? = inconclusive; . = no result given; [ ] = remark or other dose. Unless noted, the call rests on the fitted dose curve; in most records, active means well fitted curve in the direction sought with a large enough effect; inconclusive means small, poorly fitted or top-dose-only effect, or another doubt; inactive means no such curve, though single readings can be large; an effect the other way counts as inactive or inconclusive.

SMILES | TSHR antagonist | Tb PFK block | ELG1 DNA repair | TCR act | PTAP TSG101 blk | USP2a inh | Chronic BCR inh | B2AR arrestin | Eya2 phos inh | uPA generation | Mito fusion act
CCC(C)N1C(=O)N(c2cccc(Cl)c2)C(C)(O)CC1(C)C (stereo unspecified) | -1 | -11% | 7% | -1% | -11% | 2% | -3% | 0.1% | -10% | -2% | 15%
On1nnc2ccc(C(F)(F)F)cc21 | -4 | -3% | 0% | 7% | 0% | -1% | -3% | -0.3% | -6% | 5% | 3%
O=C(CCN1C(=O)c2ccccc2S1(=O)=O)Nc1ccccc1O | 2 | -1% | -7% | -3%[46.1 µM] | -1% | 13% | ? | -0.4% | -4% | -5% | -10%
CCCCN(C(=O)CCC(=O)Nc1cc(C)on1)C(C(=O)NC(C)(C)C)c1cccc(OC)c1OC (stereo unspecified) | -1 | -6% | -5% | -5%[46.1 µM] | -2% | -2% | 0% | -0.3% | 10% | -1% | -2%
COc1cc(CO)cc(Br)c1OCc1cccnc1 | 8 | -4% | 1% | . | -1% | 3% | ? | -0.3% | -7% | 3% | 5%
CCc1cc(=O)oc2cc(OCC(=O)O)c(Cl)cc12 | 12 | -1% | -5% | . | -6% | 1% | 2% | -0.2% | 18% | 1% | -3%
Oc1ccc(CNCc2ccc3c(c2)OCO3)c2cccnc12 | -8 | 2% | . | . | . | -6% | 15µM* | 14% | 2% | . | 6%
CNc1ccccc1C(C)(C)c1cc(-c2cccc(Br)c2)no1 | -10 | -1% | 9.2µM* | . | 2% | -6% | 10% | 0.0% | 3% | -8% | 1%
Cc1ccccc1C(=O)Nc1cccc(-c2ccc(N3CCOCC3)nn2)c1 | -13 | 0% | ? | 2% | 1% | 0% | ? | 0.0% | -21% | -11% | -2%
CCc1ccccc1OCC(=O)OCC(=O)Nc1cc(C)on1 | -9 | 0% | 20% | -10% | 0% | 4% | 5% | -0.6% | 4% | 4% | -1%
CCOc1ccc(C(=O)N(CC(=O)Nc2cccc(C)c2C)CC2CCCO2)cc1OC (stereo unspecified) | 34 | -4% | 11% | -6% | 0% | 2% | 0% | -0.5% | 7% | -2% | 6%
CC1=C(C(=O)N2CCCC(N3CCN(c4ccccc4C)CC3)C2)OCCO1 (stereo unspecified) | -47 | 1% | 1% | -1% | -2% | 5% | 0% | -1.1% | -3% | 4% | -5%
Cc1ccc(C(=O)NCC#N)cc1 | 4 | 2% | -1% | -5% | -5% | 6% | 7% | -0.1% | -6% | 1% | -9%
CCCNC(=O)C1CCN(S(=O)(=O)c2ccc(Br)cc2)CC1 | 14 | -3% | 8% | -10%[46.1 µM] | -5% | -2% | 0% | 0.2% | -14% | . | 4%
O=Cc1cccc(OC(=O)c2ccc(Cl)cc2Cl)c1 | -3 | -3% | ? | . | . | 4% | ? | 0.2% | -10% | . | 5%
COc1ccc(C(C(=O)NC2CCCCC2)N(CC2CCCO2)C(=O)CCCC(=O)Nc2ccccn2)cc1 (stereo unspecified) | -29 | 3% | 13% | -5% | -3% | 0% | 10% | 0.2% | -1% | -3% | -2%
COCCNC(=O)c1ccc(S(=O)(=O)N2CCCc3ccccc32)cc1 | -7 | 0% | ? | 0% | -1% | 0% | -13% | 0.2% | 6% | -1% | -4%
CCCc1nc2oc3cc(OC)ccc3c(=O)c2c(=O)n1Cc1ccco1 | 0 | -6% | -11% | -13% | -1% | 1% | 11% | 0.3% | -25% | 1% | 12%
CCN(CC)CCNC(=O)CCCCn1c(=S)[nH]c2c([nH]c3ccc(OC)cc32)c1=O | -8 | -24% | -4% | 6% | -9% | -2% | ? | 0.0% | -24% | . | 1%
O=C(CN1CCN(C(=O)c2ccco2)CC1)Nc1ccc(Cl)c(C(F)(F)F)c1 | 9 | -28% | -2% | -7% | -2% | 0% | -4% | 0.2% | -26% | -2% | -5%
CCCCn1nc(C(=O)N(CCOC)c2c(N)n(CCCC)c(=O)[nH]c2=O)c2ccccc2c1=O | 5 | -1% | 0% | 10% | -1% | 1% | -1% | -2.0% | 6% | 5% | 1%
Cc1ccc(S(=O)(=O)c2cn(C)c3cc(N4CCN(C)CC4)c(F)cc3c2=O)c(C)c1 | -5 | 0% | 21% | -3% | -4% | 3% | 4% | 2.9% | -13% | ? | -5%
O=C(OC1CCCCC1=O)c1cccc(S(=O)(=O)NCc2ccccc2)c1 (stereo unspecified) | 5 | 2% | -11% | 2% | -2% | -1% | ? | -0.1% | 16% | -6% | -1%
CCOC(=O)c1cnc(SC)nc1N | -6 | -1% | ? | -2% | -2% | 0% | 1% | -0.2% | 10% | 4% | 2%
NS(=O)(=O)c1ccc(CCNC(=O)c2cccnc2)cc1 | -9 | -5% | 0% | -2%[46.1 µM] | -3% | 4% | 4% | -1.7% | 1% | . | 1%
Next section:
SMILES | TSHR antagonist | Tb PFK block | ELG1 DNA repair | TCR act | PTAP TSG101 blk | USP2a inh | Chronic BCR inh | B2AR arrestin | Eya2 phos inh | uPA generation | Mito fusion act
NS(=O)(=O)c1ccc(NC(=O)/C=C/c2cccc(Cl)c2)cc1 | -11 | 0% | -3% | 7% | -6% | -2% | -4% | 0.2% | -7% | 15% | 2%
Cc1ccc(C)n1-c1ccc(C(=O)Nc2ccccc2)cc1 | 1 | -1% | -6% | -7%[46.1 µM] | 1% | 5% | ? | -0.7% | -1% | ? | -3%
COc1ccc(Nc2cc(C(=O)NCCCN3CCN(C)CC3)c3ccccc3n2)cc1 | 9 | -3% | -2% | 0% | -1% | 0% | ? | -1.0% | 17% | -3% | 0%
C=CC[C@@H](CC(=O)N(CCO)Cc1ccccc1)C(=O)NC[C@@H](OC(=O)[C@@H](CC=C)Cc1ccc(F)cc1)c1ccccc1 | -22 | 5% | ? | 3% | . | -11% | ? | 0.0% | -5% | ? | .
CCCN1CCN(CCCNC(=O)c2ccc3c(=O)n(CCc4ccccc4)c(=O)[nH]c3c2)CC1 | -15 | 5% | -18% | -6% | 3% | 4% | 11% | 0.2% | 13% | 1% | -1%
Cc1ccc(C(=O)Nc2ccc(S(=O)(=O)N3CCCC3)cc2)s1 | -11 | 0% | 0% | 3% | -1% | -5% | ? | 0.2% | 3% | 10% | 10%
O=C(C(=O)N1CCN(c2ccc(F)cc2)CC1)c1cn(CC(=O)N2CCOCC2)c2ccccc12 | 7 | 1% | 13% | -6% | -2% | 2% | ? | 0.1% | -15% | -3% | 1%
O=C(NCCN1CCN(S(=O)(=O)c2ccccc2)CC1)C(=O)Nc1ccc(F)cc1 | 4 | -1% | ? | -4% | -2% | -1% | 1% | -0.5% | -1% | 0% | 1%
Nc1c(N(Cc2ccccc2)C(=O)COc2ccc(F)cc2)c(=O)[nH]c(=O)n1Cc1ccccc1 | -11 | 4% | -9% | 0% | . | -1% | -2% | 11% | -4% | -12% | -1%
Cc1ccc(NS(=O)(=O)c2ccc3c(c2)CCN3C(=O)CCC(=O)O)cc1Cl | 17 | 12% | 0% | 6% | 0% | 7% | 0% | 0.4% | 5% | -4% | -5%
O=[N+]([O-])c1cc(CN(CCO)CCO)ccc1O | -8 | -3% | 5% | 1% | 1% | -1% | -1% | -0.2% | 12% | 5% | -2%

Individual results from the entries so far:
Nc1c(N(Cc2ccccc2)C(=O)COc2ccc(F)cc2)c(=O)[nH]c(=O)n1Cc1ccccc1 in Mito fusion act → -1%
Cc1ccc(C(=O)Nc2ccc(S(=O)(=O)N3CCCC3)cc2)s1 in Tb PFK block → 0%
O=C(C(=O)N1CCN(c2ccc(F)cc2)CC1)c1cn(CC(=O)N2CCOCC2)c2ccccc12 in USP2a inh → 2%
